# Source: PubChem BioAssay (several laboratories)
# HDAC3 inh: blocks human histone deacetylase 3; 0.15% of 320,000 active; inhibition, % at 8.3 µM; recombinant HDAC3, fluorogenic peptide/trypsin coupled, fluorescence; AID 2718; in the data active = inhibition above about 26%, passing the limit was not always enough; inconclusive = no clear call, values can overlap the other calls
# Target sequence (O15379 whole entry, looked up): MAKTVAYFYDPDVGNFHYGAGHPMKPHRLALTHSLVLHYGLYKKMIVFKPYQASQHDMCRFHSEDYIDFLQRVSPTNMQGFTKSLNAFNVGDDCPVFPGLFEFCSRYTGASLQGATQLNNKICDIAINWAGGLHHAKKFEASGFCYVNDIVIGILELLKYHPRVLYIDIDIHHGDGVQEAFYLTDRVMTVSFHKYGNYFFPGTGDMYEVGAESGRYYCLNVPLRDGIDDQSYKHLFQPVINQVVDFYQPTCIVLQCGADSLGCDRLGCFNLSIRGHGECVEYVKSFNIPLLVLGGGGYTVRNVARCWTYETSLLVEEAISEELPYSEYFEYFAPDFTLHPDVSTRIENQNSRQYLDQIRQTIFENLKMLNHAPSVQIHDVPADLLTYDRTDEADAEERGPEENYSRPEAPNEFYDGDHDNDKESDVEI
# HSF1 activator: increases HSF-1 driven luciferase reporter signal | NIH3T3-HGL HSF-1 luciferase reporter, MG132, 8 h; 100% = twice DMSO control signal | activation, % at 9 µM | 1.7% of 300,000 active;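 active = mean replicate activation of at least 50% with a set share of replicates each reaching 50%; inconclusive = only one of those two conditions met; inactive = mean below 50% and too few replicates reaching it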;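 note: 0% = median of the neutral control wells and 100% = twice that signal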
# HSP90 refold inh: blocks HSP90-mediated luciferase refolding in reticulocyte lysate | 0.91% of 290,000 active | Rabbit reticulocyte lysate, luciferase refolding luminescence, 3 h | AID 1789 | inhibition, % at 5.6 µM;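 active = inhibition above the screen-wide mean plus 3 SD, computed separately per campaign, cut at about 16% in these data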;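 note: 0% = DMSO wells and 100% = 60 µM geldanamycin wells; inhibitors lower the luminescence because luciferase stays unfolded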
# HSF1 inh: HSF1 inhibition; 0.77% of 300,000 active; activity change, negative = inhibition, % at 7.5 µM (by protocol); AID 2098; NIH3T3-HGL HSE-luciferase, MG132-induced, luminescence 8 h; stronger effect = lower value;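 active = more than half of replicate wells show activity change below -50%, luminescence cut by over half; inconclusive = some wells, but at most half, below -50%; inactive = no replicate well below -50%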;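 note: luciferase reports HSF-1 transcriptional activity via heat shock element; 0% = median of DMSO wells and -100% = zero luminescence signal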
# GSK3beta inhib: inhibitors of human GSK3beta kinase; P49841; GST-GSK3beta kinase, ADP-Glo luminescence, 60 min; stronger effect = lower value; activity score (negative = inhibition), % at 10 µM; 0.038% of 300,000 active; AID 2097;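 active = more than half of replicate wells score below -50%, meaning over 50% inhibition versus plate controls; inconclusive = some replicates but at most half score below -50%; inactive = no replicate scores below -50%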;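 note: 0% = median DMSO wells and -100% = median GW8510 positive control wells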
# Target sequence (P49841 whole entry, looked up): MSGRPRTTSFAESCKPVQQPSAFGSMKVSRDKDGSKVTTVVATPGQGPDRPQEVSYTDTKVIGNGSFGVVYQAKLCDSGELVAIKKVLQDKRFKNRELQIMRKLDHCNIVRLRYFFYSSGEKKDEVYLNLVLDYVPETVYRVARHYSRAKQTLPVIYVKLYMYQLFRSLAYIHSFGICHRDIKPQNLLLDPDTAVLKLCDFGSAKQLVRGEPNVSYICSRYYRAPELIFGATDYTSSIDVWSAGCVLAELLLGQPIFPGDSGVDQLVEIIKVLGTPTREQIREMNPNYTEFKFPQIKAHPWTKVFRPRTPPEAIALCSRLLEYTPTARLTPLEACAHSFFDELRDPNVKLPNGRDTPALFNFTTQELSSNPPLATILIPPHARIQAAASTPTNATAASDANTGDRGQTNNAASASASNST
#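 Assay system: GST-fused GSK3beta enzyme, cell-free / Medium: Tris pH 7.5 buffer with MgCl2, DTT, BSA, heparin / Also added: peptide substrate plus 25 µM ATP (final) / Compound: 10 µM single point / Timing: kinase reaction with compound 60 min at room temperature / Detection: ADP-Glo luminescence / Benchmarks: DMSO neutral wells and GW8510 at 20 µM as positive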
# GSK3A inh: blocks human GSK-3 alpha kinase; P49840; inhibition, % at 10 µM; ADP-Glo luminescence, 60 min; 0.1% of 320,000 active;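 in the data active = inhibition above about 50%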;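 note: GST-tagged GSK-3 alpha with peptide substrate and 25 µM ATP; 0% = DMSO neutral wells and 100% = GW8510 positive control wells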
# Platelet DG rel: modulates dense granule release in human platelets; human platelet-rich plasma, SFLLRN dense granule ATP release, luminescence; inhibition, %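 (compounds screened at 7.5 µM in platelet-rich plasma)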; 0.22% of 300,000 active;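 active = mean replicate score, as percent of positive control, at or above 50; inconclusive = mean below 50 but at least one replicate at or above 50; inactive = mean and every replicate below 50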
# PolyA inhibitor: inhibitors of polyadenylation in S. cerevisiae. 0.02% of 300,000 active. S. cerevisiae SKY197-pL101 polyadenylation reporter, beta-gal luminescence; efflux-impaired pdr1/pdr3 knockout yeast; score 100 = 6 SD above DMSO. calls only at 12 µM;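 active = lowest replicate activity score at least 50, where 100 means six control SD above control mean; inconclusive = lowest score under 50 but half or more replicates reach 50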;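 note: yeast exposed to compound for 9 h at 30 °C; higher score means more reporter readthrough which indicates perturbed polyadenylation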
# DYRK1A inh: Dyrk1A (rat) kinase inhibition; Q63470; ADP-Glo luminescence, NFATc1 peptide; inhibition, % at 12.5 µM; 0.43% of 310,000 active; AID 504441; in the data active = inhibition above about 50%;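 note: plate controls were vehicle with enzyme for no effect and no enzyme for full effect; many of its hits are not listed in these tables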
# AI-2 QS modul: modulates the Vibrio harveyi AI-2 quorum sensing system; 0.4% of 300,000 active; AID 2094; activity change, % at 7.5 µM; Vibrio harveyi JMH597 AI-2 luminescence/OD600 ratio, 9 h; stronger effect = lower value; strain lacks LuxN and CqsS sensors; 0 = neutral-control median; in the data active = activity change below about -75%, passing the limit was not always enough; inconclusive = no clear call, values can overlap the other calls;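 note: luminescence divided by OD600 gain over 9 h not by final OD600 alone; inactives centre near 13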
# Numbers without * were called inactive; i = inactive; ? = inconclusive; / = no result given.
Molecule	HDAC3 inh	HSF1 activator	HSP90 refold inh	HSF1 inh	GSK3beta inhib	GSK3A inh	Platelet DG rel	PolyA inhibitor	DYRK1A inh	AI-2 QS modul
CN(CC(=O)OCC(=O)NCC(F)(F)F)S(=O)(=O)c1ccc(Cl)cc1	-1	2	-3	-2	1	-1	6	i	-3	8
Oc1ccccc1/C=N/NC(=S)NC1CC2CCC1C2 (stereo not drawn)	5	34	1	9	-4	4	18	i	/	13
CCOc1ccc(Br)cc1CNc1ccc2c(c1)OCCO2	4	-63	3	-56*	-3	-1	2	i	-8	-3
O=C(CCN1C(=O)C2C3C=CC(C3)C2C1=O)NCC1CCCO1 (stereo not drawn)	0	2	2	-5	5	-3	8	i	-2	4
Nc1ccc(S(=O)(=O)Nc2nc3ccccc3o2)cc1	-13	-1	-4	-5	2	-1	-3	i	/	-75
c1coc(-c2nc3ccccc3nc2-c2ccco2)c1	-1	-36	7	-22	-1	1	-3	i	2	18
CC(=O)Nc1ccc([N+](=O)[O-])cn1	3	1	-4	-6	-1	2	14	i	-4	16
O=C(Nc1ccccc1C(=O)N1CCN(c2cccc(Cl)c2)CC1)C1=CSCCO1	0	25	-2	4	-1	2	7	i	-7	7
Cc1nc2ccccc2nc1N/N=C/c1ccc(O)cc1O	6	-6	7	1	0	7	13	i	10	81
COCCN1C=C(C(=O)OC)C(c2ccccc2C(F)(F)F)C(C(=O)OC)=C1	-94	7	0	0	3	1	-6	i	-3	0
Clc1ccc(-c2nc(-c3cc4cc(Cl)ccc4o3)cs2)cc1	-1	/	4	0	2	-1	-2	i	/	14
COc1cc(C(=O)O)cc(Br)c1OC1CCCC1	-2	1	-1	-1	3	-4	7	i	9	37
Cc1ccc(NC(=O)CSC2=NN3CCCC(=O)N=C3S2)cc1Cl	4	16	-1	5	2	0	5	i	-4	-3
COc1cc(NS(=O)(=O)c2ccc(NC(=O)COc3ccccc3Cl)cc2)nc(OC)n1	0	0	-2	-2	0	-7	3	i	/	8
Cc1cccc(C)c1NC(=O)c1cc(S(=O)(=O)N2CCc3ccccc32)cn1C	2	9	-3	-3	-4	0	1	i	2	32
COc1cc(C)ccc1Oc1nc(-c2ccccc2O)nc2ccccc12	0	5	-4	-4	2	-4	1	i	0	16
CC(C)(C)NC(=O)NC(=O)COC(=O)Cc1ccc(Cl)cc1Cl	/	-1	-3	-2	1	/	0	i	/	14
CC(=O)Nc1ccc(C(=O)CN2C(=O)CSC2=O)cc1	?	5	0	-6	3	0	16	i	3	14
O/C(=C\c1nc2ccccc2[nH]1)c1cccs1	1	60*	0	50	0	4	1	i	-4	5
Cc1ccc(S(=O)(=O)NCCn2cnc([N+](=O)[O-])n2)cc1	1	-16	2	-3	-1	2	-16	i	2	21
COc1cc(CNn2nnnc2N)cc(Br)c1OCC(=O)NC(C)(C)C	10	6	3	3	2	-3	-1	i	4	22
OC1O[C@H](c2ccc3c(c2)OCO3)[C@H]2CO[C@H](c3ccc4c(c3)OCO4)[C@@H]12 (stereo partly drawn)	4	-14	/	-2	2	-4	-1	i	-1	31
CC1CCc2nn(CC(=O)Nc3c(F)cc(F)cc3Br)cc2C1 (stereo not drawn)	-1	-1	/	3	3	-2	4	i	11	31
Cc1cc(=O)n(CC(=O)Nc2cc(Cl)ccc2C)c(C(C)C)n1	/	13	3	-6	3	0	0	i	0	8
O=C1Cc2ccccc2N1c1ccccc1	-7	10	-1	-10	4	0	-6	i	0	-5
Cc1ccc(NC(=O)Cn2ccc(=O)[nH]c2=O)cc1	-5	12	-2	2	-2	0	-9	i	-3	26
COc1cccc(Cl)c1NC(=O)N1CCN(c2cc(C)nc3ccccc23)CC1	-2	0	2	-8	-2	-1	20	i	-1	13
CC(C)N1CC(C(=O)Nc2ccc(Cl)c(Cl)c2)CC1=O (stereo not drawn)	-1	-8	2	7	0	3	-5	i	9	23
Brc1ccc(COc2cccc3cccnc23)cc1	-4	65*	/	40	-7	-1	0	i	/	19
C=Cn1cc[n+](CC(=O)c2ccc(Cl)cc2)c1	0	15	-4	4	-2	2	13	i	0	9
CCOC(=O)c1cc(-c2ccccc2)sc1NC(=O)C(C)OC(=O)c1cccnc1OCC (stereo not drawn)	0	4	0	2	-1	-19	?	i	8	5
COc1ccc(-c2nnn(-c3ccc(Cl)cc3Cl)c2N)cc1	-7	0	-1	-1	-2	-2	-8	i	/	25
CCC(C)n1cnc2c(c1=O)c1nc3ccccc3nc1n2Cc1ccccc1OC (stereo not drawn)	-6	-5	1	-7	1	-2	0	i	1	3
Cc1ccc(C(NC(=O)/C=C\c2ccc3c(c2)OCO3)C(=O)Nc2ccc3c(c2)OCO3)cc1 (stereo not drawn)	-11	99*	1	39	2	1	-17	i	5	-3
O=C1CCC(C(=O)OCc2ccccc2)N1 (stereo not drawn)	0	-2	9	-4	3	-1	21	i	1	7
Cc1cc(C(=O)N/N=C/c2cc(Br)ccc2OC(=O)c2ccc(Br)cc2)n[nH]1	-2	33	1	10	1	2	-4	i	/	12
Cn1c(=O)c(=O)n(C)c2cc(S(=O)(=O)N3CCN(C4CCCCC4)CC3)ccc21	-1	0	-3	0	4	-1	7	i	20	14
COC(=O)C(CCSC)NC(=O)C(NC(=O)C1CCC(C)CC1)C(C)C (stereo not drawn)	3	/	0	/	3	-3	/	i	-14	16
CCn1c(SCC(=O)Nc2ccc3c(c2)OCCO3)nnc1-c1c[nH]c2ccccc12	2	11	-1	8	1	-1	-1	i	0	10
CC1=C(C#N)C(c2ccc3ncccc3c2)C(C#N)=C(C)N1	7	8	3	-3	-5	-3	10	i	/	3
CC(=O)c1cc(C(=O)NC2CCCc3c2cnn3-c2cc(C)cc(C)c2)[nH]n1 (stereo not drawn)	0	24	-2	18	0	-3	3	i	-4	26
O=C(OCC(=O)N1CCCc2ccccc21)C1CCN(S(=O)(=O)c2cccs2)CC1	-1	-7	0	-3	-2	0	-9	i	-4	33
COc1ccc(CC2(CO)CCN(S(=O)(=O)N(C)C)CC2)cc1	/	-17	-2	-8	2	-2	24	i	3	23
Cc1ccc(NS(=O)(=O)c2cccs2)cc1S(=O)(=O)N1CCCCCC1	3	-23	0	-7	-1	-2	3	i	-2	6
Cc1cccc(OCc2nc(C#N)c(N3CCCC3)o2)c1	-1	13	-1	11	1	2	-11	i	0	10
Cc1ccc2c(CC(=O)OCC(=O)N(CC(C)C)c3c(N)n(Cc4ccccc4)c(=O)[nH]c3=O)coc2c1	-2	8	/	4	-1	-1	14	i	3	10
CCc1ccc(/C=C2\SC(=S)N(CCCC(=O)Nc3nccs3)C2=O)cc1	-6	-5	3	-7	2	-3	-1	i	2	5
Cc1cc(C(=O)O)ccc1-c1ccc(/C=C2\NC(=O)N(Cc3ccc(F)cc3)C2=O)o1	/	-14	1	-6	-1	-1	3	i	1	41
COc1cc(-n2c(=O)c3ccccc3n(CC(=O)OCc3ccccc3)c2=O)cc(OC)c1OC	2	28	0	4	8	0	-2	i	2	2
Cc1oc2c(c(C)cc3oc(=O)c(CC(=O)NCCCO)c(C)c32)c1C	3	13	-3	-2	0	-3	2	i	-2	-4
Cc1c(C(=O)N2CCN(c3ccccn3)CC2)oc2c(F)cccc12	12	42	-4	8	1	-2	-4	i	18	10
COc1ccc(NC(=O)CN(C)C(=O)c2cnc(Cl)c(Cl)c2)cc1	1	-2	0	-4	-2	-2	4	i	-6	8
COc1cc(/C=N/NC(=O)C2(O)c3ccccc3-c3ccccc32)ccc1O	5	-1	3	-1	0	-1	-18	i	5	14
CN1CCN(C2CCCCC2NS(=O)(=O)c2ccc(Cl)cc2)CC1 (stereo not drawn)	-7	-8	-4	-11	3	/	1	i	-5	23
COc1cc(C(=O)Nc2nnc(CC(C)(C)C)s2)c([N+](=O)[O-])cc1OC	-1	-7	4	2	3	-4	2	i	-1	-8
COC(=O)c1cc(S(=O)(=O)N2CCN(c3ccccc3)CC2)c[nH]1	-9	-7	-3	4	1	-3	-2	i	4	12

# (next part)
Molecule	HDAC3 inh	HSF1 activator	HSP90 refold inh	HSF1 inh	GSK3beta inhib	GSK3A inh	Platelet DG rel	PolyA inhibitor	DYRK1A inh	AI-2 QS modul
COC(=O)c1ccc(NC(=S)Nc2ccccc2)cc1	4	-27	2	-17	1	3	-3	i	2	9
COCCNC(=O)CN1CCC(NC(=O)C(C)(C)C)CC1	-2	-5	-2	-7	0	-6	9	i	36	23
O=C(N/N=C/c1ccc(OC(F)F)cc1)C1=COCCO1	7	6	-2	12	-1	-1	6	i	-4	11
O=C1CC(CCC(=O)NC2CC2)c2ccccc2N1 (stereo not drawn)	2	-3	4	3	-2	2	0	i	-7	22
CC(C)c1ccc(C(C(=O)NC(C)(C)C)N(C(=O)CNC(=O)c2ccco2)c2cccnc2)cc1 (stereo not drawn)	1	1	3	-2	-1	4	-1	i	-1	19
CCCn1c(CCC(=O)O)ccc1-c1cccs1	-14	-11	1	8	-4	-7	5	i	-6	11
NC(=O)c1cc2cc(Cl)ccc2oc1=Nc1cccc(C(F)(F)F)c1	-4	0	0	-2	1	-1	21	i	0	-1
Cc1cc(=O)oc2cc(OCc3nnc(-c4ccccc4Br)o3)ccc12	-7	/	-2	/	/	-2	/	/	3	/
CC[C@H](C)[C@H](NC(=O)OCc1ccccc1)C(=O)Nc1ccc(NC(C)=O)cc1	0	29	1	0	-3	0	0	i	10	23
O=C(CC1C(=O)NCCN1CC1CCCCC1)NCCc1ccc(F)cc1 (stereo not drawn)	6	-6	-1	0	-2	-2	6	i	1	-1
COc1ccc(C(=O)NCCS(=O)(=O)N2CCCCCC2)cc1	7	-5	/	-2	4	0	-2	i	8	19
CC(C)(C)NS(=O)(=O)c1ccc(CCC(=O)NCc2ccco2)cc1	1	3	-2	4	1	-2	2	i	-4	8
CC1=C(C(=O)NCc2ccco2)C2(CCC(C)CC2)OC1=O (stereo not drawn)	/	-20	1	2	0	1	-4	i	-6	18
COc1ccc(-c2cnnn2-c2ccc([N+](=O)[O-])cc2)cc1	-1	26	-2	5	1	-3	13	i	9	34
Cc1ccnc(NC(=S)NC(=O)/C=C/c2ccco2)c1	-2	48	1	29	2	0	8	i	4	12
O=S(=O)(c1ccc(F)cc1)N1CCN(C(=S)NCc2ccco2)CC1	-3	4	-2	-2	3	0	2	i	-4	11
CCCNC(=O)COc1ncnc2sc(C)c(C)c12	-2	9	4	-11	-1	-1	1	i	1	8

# Not all compounds are listed, so the mix of outcomes need not match the whole.
